Screens deposited in PubChem by The Scripps Research Institute Molecular Screening Center.
Tn7 DDE FP – disrupts Tn7 cyclic peptide binding to fibrin D-Dimer-E complex | P02675 | FP displacement of FITC-Tn7 peptide from fibrin DD(E); 0% = median of compound wells per plate | inhibition, % at 8.3 µM | 370,000 tested, 0.13% active | AID 720508;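 active = inhibition above the mean of compounds falling within the control limits plus 3 SD of them, cut at about 14% in these data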;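 also: 0% = plate median of compound wells and 100% = 10 µM Aha-Tn7 peptide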
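System: human fibrin DD(E); quantity: Fibrin-DD(E) at 2 µM final; also added: fluorescent Tn7 probe at 0.1 µM; compound dosing: single nominal test concentration of 8.3 µM per compound; schedule: 10 min preincubation, 3 h with tracer, room temperature; detection: fluorescence polarization of the labelled Tn7 tracer; repeats: one replicate per compound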
LEDGF integ inh – blocks HIV-1 LEDGF/p75-dependent DNA integration. TR-FRET IN-LEDGF/p75 DNA integration, Eu/Cy5. inhibition, % at 3.7 µM. 370,000 tested, 0.64% active. AID 743269;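 active = inhibition above the screen-wide mean plus 3 SD, cut at about 13% in these data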;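 also: signal is the Cy5 over europium emission ratio at 671 and 618 nm; 0% = plate median of compound wells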
TDP2 absorb – blocks human TDP2 phosphodiesterase activity | 370,000 tested, 0.34% active | AID 720702 | O95551 | recombinant TDP2, T5PNP hydrolysis, p-nitrophenol absorbance 415 nm | inhibition, % at 12.8 µM;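 active = inhibition above the mean of all tested compounds plus 3 SD, set per campaign, cut at about 25% in these data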;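 also: 0% = DMSO with enzyme and 100% = buffer with substrate but no TDP2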
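Test system: Human TDP2 enzyme | Reagent: 5 mM T5PNP | Compound dosing: 12.8 µM single point, 1% DMSO | Incubation: Enzyme reaction with compound for 2 h at 37 °C | Technique: p-Nitrophenol epi absorbance | Read-out: % inhibition relative to enzyme-containing and enzyme-free wells | Benchmarks: High control without enzyme, low control DMSO plus TDP2 | Replicates: Singlicate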
Tn6 DDE FP – DD(E)-Tn6 binding inhibition, primary FP screen | P02675 | Fibrin DD(E) TRITC-Tn6 fluorescence polarization displacement | 370,000 tested, 0.21% active | inhibition, % at 8.3 µM;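 active = inhibition above a per-campaign cutoff: mean of compounds within control limits plus 3 SD, cut at about 15% in these data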;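 also: 0% = median of all compound wells on the plate and 100% = blocking peptide control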
ASAP1 GAP inh – ASAP1 ArfGAP inhibition; 360,000 tested, 0.19% active; inhibition, % at 16.5 µM; ASAP1-stimulated ARF1 GTP hydrolysis, GDP FP detection; in the data active = inhibition above about 25%;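 also: 0% = vehicle with enzyme and substrate and 100% = no enzyme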
ARFGAP1 inhibitor – inhibitors of rat ARFGAP1 | Arfgap1-stimulated ARF1 GTP hydrolysis, GDP FP detection | inhibition, % at 16.5 µM | 360,000 tested, 0.26% active;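 active = inhibition above a per-plate limit, mean inhibition of low control wells plus 3 SD, cut at about 25% in these data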;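 also: 0% = DMSO wells with enzyme and 100% = wells lacking Arfgap1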
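material = rat Arfgap1 catalytic domain, aa 1-136 | also added = human ARF1(Δ1-17)-GTP substrate | compound dosing = one concentration, 16.5 µM, DMSO 1.26% | times = GTP hydrolysis reaction 2 h at 25 °C | measured by = FP, GDP Alexa 633 tracer displaced from anti-GDP antibody, 620/688 nm | evaluation = percent inhibition of Arfgap1-stimulated GTP hydrolysis | replication = single well per compound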
ADAM10 inh – inhibits human ADAM10; O14672; recombinant ADAM10, EDANS/DABCYL FRET peptide cleavage, 3 h; inhibition, % at 7 µM; 370,000 tested, 0.62% active; AID 720582;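 active = inhibition above a per-campaign cutoff equal to the mean of compounds falling between control-based bounds plus 3 SD, cut at about 20% in these data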;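 also: 0% = DMSO wells while the 100% control is not disclosed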
proKLK7 act – activators of human kallikrein-7 zymogen | activation, % at 7 µM | 370,000 tested, 0.9% active | P49862 | purified proKLK7, EDANS-DABCYL substrate fluorescence; 100% is mature enzyme control, 0% vehicle;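 active = activation above the mean of all tested compounds plus 3 SD, computed per campaign excluding outliers beyond control limits, cut at about 13% in these data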
ADAM17 inh – inhibitors of human ADAM17 | inhibition, % at 6.95 µM | recombinant ADAM17, EDANS/DABCYL FRET peptide cleavage | 370,000 tested, 0.83% active | AID 720648;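 active = inhibition above the mean of compounds lying between control limits plus 3 SD, set per campaign, cut at about 8.5% in these data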;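 also: 0% = DMSO-only wells as the low control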
PLC-gamma1 inh – PLC-gamma1 (human) inhibition, primary screen | P19174 | purified PLC-gamma1, fluorogenic substrate, fluorescence | inhibition, % at 12.2 µM | 370,000 tested, 0.84% active | AID 720700; in the data active = inhibition above about 9.5%
Target sequence (P19174 whole entry, looked up): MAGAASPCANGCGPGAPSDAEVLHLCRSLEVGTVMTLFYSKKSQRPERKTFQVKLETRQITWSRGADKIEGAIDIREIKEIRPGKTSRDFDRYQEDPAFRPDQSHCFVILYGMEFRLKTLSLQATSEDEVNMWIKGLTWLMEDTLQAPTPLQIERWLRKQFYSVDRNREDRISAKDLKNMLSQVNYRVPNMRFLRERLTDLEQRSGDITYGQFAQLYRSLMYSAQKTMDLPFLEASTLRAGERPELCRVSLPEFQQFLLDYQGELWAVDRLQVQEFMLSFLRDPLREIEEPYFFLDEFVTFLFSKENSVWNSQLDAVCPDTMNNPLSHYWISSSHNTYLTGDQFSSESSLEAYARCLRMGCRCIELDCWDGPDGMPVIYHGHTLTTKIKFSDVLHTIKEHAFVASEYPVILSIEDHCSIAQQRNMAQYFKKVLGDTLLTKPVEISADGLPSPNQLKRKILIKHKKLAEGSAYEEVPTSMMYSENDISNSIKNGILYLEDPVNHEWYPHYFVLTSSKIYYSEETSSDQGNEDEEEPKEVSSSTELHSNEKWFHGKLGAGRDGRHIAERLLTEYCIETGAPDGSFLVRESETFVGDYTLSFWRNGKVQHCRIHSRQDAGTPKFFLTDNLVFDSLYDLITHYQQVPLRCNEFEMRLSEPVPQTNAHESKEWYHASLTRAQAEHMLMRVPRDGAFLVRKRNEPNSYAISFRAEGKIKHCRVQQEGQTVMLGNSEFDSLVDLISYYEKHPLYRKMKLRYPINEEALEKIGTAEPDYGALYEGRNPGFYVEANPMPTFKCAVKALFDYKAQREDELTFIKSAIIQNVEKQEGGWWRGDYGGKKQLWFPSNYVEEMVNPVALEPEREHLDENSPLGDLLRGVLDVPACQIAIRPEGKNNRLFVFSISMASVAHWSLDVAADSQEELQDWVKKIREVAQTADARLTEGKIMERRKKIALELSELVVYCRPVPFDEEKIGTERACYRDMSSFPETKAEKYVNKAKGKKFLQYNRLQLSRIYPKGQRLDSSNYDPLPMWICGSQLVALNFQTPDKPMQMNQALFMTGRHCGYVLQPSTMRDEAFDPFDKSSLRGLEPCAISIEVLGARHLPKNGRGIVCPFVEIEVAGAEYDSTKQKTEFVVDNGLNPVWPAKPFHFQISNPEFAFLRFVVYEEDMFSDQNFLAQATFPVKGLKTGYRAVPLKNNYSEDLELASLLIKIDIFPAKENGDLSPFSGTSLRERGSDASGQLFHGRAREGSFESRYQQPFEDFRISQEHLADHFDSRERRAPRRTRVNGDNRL
* marks the source's active call; other numbers are inactive results; i = inactive; . = not tested or not shown.

nr	Tn7 DDE FP	LEDGF integ inh	TDP2 absorb	Tn6 DDE FP	ASAP1 GAP inh	ARFGAP1 inhibitor	ADAM10 inh	proKLK7 act	ADAM17 inh	PLC-gamma1 inh	molecule
1	6.3	-0.8	2.8	3.0	-10.5	-4.2	-0.7	0.7	3.0	-0.5	CCOc1ccccc1N1CCN(CC(=O)N(C)CC(=O)Nc2ccccc2CC)CC1
2	2.4	-4.4	-3.5	-4.2	-13.2	3.7	-5.7	0.4	-4.2	2.2	CCOC(=O)C(=O)N/N=C/c1ccco1
3	6.7	-7.5	6.0	12.4	0.3	6.3	-7.4	-0.3	-1.1	-3.2	COc1ccc(NC(=O)c2ccc(Cl)nc2)cc1S(=O)(=O)N1CCOCC1
4	-1.6	-10.7	-10.0	-14.9	14.3	8.8	1.5	0.3	-3.9	12.1*	Clc1cc(Cl)c2nc(N3CCCC3)sc2c1
5	1.5	1.2	-5.3	0.1	9.2	8.4	-1.8	0.6	-0.2	-3.4	C=CCNc1ncnc2c1cnn2-c1ccc(Cl)cc1
6	-2.2	2.4	-1.0	3.2	1.0	-5.6	4.9	-0.5	-1.6	1.1	CCOP(=O)(c1ccccc1)C1(C#N)CCCC1 (configuration not stated)
7	3.7	2.6	-2.0	0.4	-8.8	0.7	2.3	-0.7	-2.7	-0.7	CC(C)N(Cc1ccccc1)C(=O)/C=C/c1ccccc1[N+](=O)[O-]
8	1.6	4.0	9.1	0.9	-4.0	2.0	-5.3	-0.2	0.2	1.8	CCC(Cc1ccccc1)NC(=O)Cn1ncc2ccsc2c1=O (configuration not stated)
9	1.6	-2.6	-5.8	-0.1	13.4	5.3	4.9	0.4	1.8	0.5	O=S(=O)(c1ccccc1)N1N=C(c2ccc(Br)cc2)CC1c1ccco1 (configuration not stated)
10	6.4	-2.9	-6.9	-6.1	13.8	19.5	0.5	-0.3	-6.8	2.8	CCOC(=O)c1c(C)[nH]c(C(=O)OCC(=O)Nc2cc(C)ccc2OC)c1C
11	4.5	-3.4	-0.9	-0.8	14.0	-2.4	2.2	-0.8	-5.6	-0.7	O=C(NCC1CCOCC1)c1ccc(OC2CCN(Cc3ccccn3)CC2)cc1
12	-9.3	-0.3	-3.2	-1.6	7.0	12.5	-4.0	0.8	-3.1	0.8	CCN(C(=O)c1c(-c2ccccc2)noc1C)c1ccccc1
13	-0.4	1.7	4.4	4.2	-3.0	-3.8	7.7	0.3	1.1	2.8	O=C(c1ccc(-c2ccccc2)cc1)N1CCN(c2ccccc2)CC1
14	6.2	0.0	10.1	2.2	-10.5	3.3	0.1	-0.3	-0.5	-0.4	Cc1c([N+](=O)[O-])c([N+](=O)[O-])nn1CC(=O)N1CCCCC1
15	-6.0	0.8	-2.1	-5.0	-2.8	-6.5	11.5	0.7	2.2	-0.7	CC(C)CC1C(=O)N(Cc2cn(CC3CCCCC3)nn2)CCS(=O)(=O)N1Cc1ccc(-c2ccc(F)nc2)cc1 (configuration not stated)
16	6.7	-2.1	11.4	3.7	-1.1	8.0	0.0	0.3	-2.0	2.1	CC(C)C(C(=O)NCc1ccco1)N(Cc1ccco1)C(=O)CNS(=O)(=O)c1ccc(F)cc1 (configuration not stated)
17	0.6	0.3	4.4	-1.4	10.2	0.7	-18.0	0.4	-3.4	-1.6	CCOC(=O)Cn1ncc2c3ccccc3n(CC(=O)OCC)c2c1=O
18	0.8	-4.8	-0.9	6.4	0.2	-1.9	-3.0	0.1	-5.5	-0.9	Fc1ccc(-n2cnnn2)c(F)c1
19	2.0	-6.6	-1.1	-4.6	-3.3	-0.2	1.5	-0.1	-4.1	-0.5	COc1cc(/C=C2\SC(=S)N(CCC(=O)N3CCCCC3)C2=O)cc(OC)c1OC
20	-2.6	-2.4	-9.2	-3.9	-1.5	-2.3	-11.1	-0.4	0.4	2.0	CCOc1ccc(CCNC(=O)COC(=O)c2cc(OC)c(OC)c(OC)c2)cc1OCC
21	-7.9	3.3	-11.8	1.1	0.9	3.2	3.9	-0.3	-2.5	4.1	CCN(CC)CCCn1c2c(c(SCC(=O)N3CCCc4ccccc43)nc1=O)CCC2
22	1.2	-4.3	-4.2	-5.5	-1.4	10.5	34.4*	0.2	17.5*	0.8	CCN(c1ccc(NC(=O)COC(=O)/C=C/c2cccs2)cc1)C(C)C
23	8.1	0.4	3.6	-3.0	3.2	3.4	-2.5	1.0	-2.8	2.6	COC(=O)c1cc(S(=O)(=O)Nc2cccc(S(N)(=O)=O)c2)oc1C
24	1.2	-0.6	5.0	-9.6	-9.2	6.2	-4.7	0.1	-4.5	1.4	COc1cccc(CC(=O)N2CCCC(CO)(Cc3ccc(F)cc3F)C2)c1 (configuration not stated)
25	2.7	1.2	7.8	-0.8	-5.7	5.5	4.2	-0.4	1.1	1.8	CC1(C)CC(NS(=O)(=O)OCC(Cl)(Cl)Cl)c2cc(C#N)ccc2O1 (configuration not stated)
26	-4.0	-4.8	-22.4	0.6	9.0	0.2	5.8	-0.1	4.0	-54.6	CCOC(=O)Cc1csc(NC(=O)CSc2ncnc3c2cnn3-c2ccc(OC)cc2)n1
27	-5.5	1.9	-11.0	-0.6	-1.9	9.7	-5.2	0.4	0.9	-1.3	Cc1ccc2nc(CSc3nnc(Nc4ccccc4F)s3)cc(=O)n2c1
28	-0.5	1.2	-0.1	-3.6	7.8	-5.8	-1.9	0.3	-2.3	2.4	Cc1ccc(/C=C2/C(=O)N=C(N)N2C)s1
29	-7.2	27.8*	60.1*	6.1	49.2*	-3.1	-67.4	-18.1	-12.4	-157.1	COc1ccc(CCC(=O)Nc2c(-c3ccc(N(C)C)cc3)[nH][nH]c2=O)cc1
30	3.3	-7.7	-8.1	4.8	-7.7	5.3	-3.9	0.3	-1.8	0.3	O=C(c1cc(S(=O)(=O)N2CCOCC2)c(Cl)cc1Cl)N1CCN(S(=O)(=O)c2cccc(F)c2)CC1
31	10.3	-0.2	-8.5	3.6	-2.0	-12.8	-2.5	0.4	-1.1	0.3	CC(C)OCCCN(C)C1CCN(S(=O)(=O)c2ccc(-c3cc(C(F)(F)F)no3)s2)CC1
32	-4.2	3.3	-2.6	0.3	-4.2	-2.1	-6.8	0.3	-4.5	0.5	Cc1cccn2c(CN3CCNC(=O)CC3)c(C(=O)N(C)CCc3ccccc3)nc12
33	-2.2	4.1	2.7	-1.0	2.1	-2.0	-6.1	-0.3	-5.7	-1.4	Cc1ccc(N2CC(C(=O)OCC(=O)C(C)(C)C)CC2=O)cc1C (configuration not stated)
34	5.1	-0.6	2.6	2.1	.	.	-1.8	-0.1	-2.5	2.5	CCOc1ccccc1C(=O)N1CCC(Oc2cccnc2)CC1
35	6.3	-1.8	1.4	5.3	7.0	1.5	6.9	-0.2	0.3	0.5	CC(=O)O[C@H]1C(=O)[C@@]2(C)[C@H]([C@H](OC(=O)c3ccccc3)[C@]3(O)C[C@H](OC(=O)[C@H](O)C(NC(=O)c4ccccc4)c4ccccc4)C(C)=C1C3(C)C)[C@]1(OC(C)=O)CO[C@@H]1C[C@@H]2O (some centres not stated)
36	-8.2	0.6	7.3	-6.4	7.2	8.7	1.0	0.2	0.5	1.9	O=C(CCC(=O)OCC(=O)c1ccc(Br)cc1)NC1CCCCC1
37	13.9*	-6.5	-15.3	19.2*	2.3	3.9	-33.2	-6.4	-8.5	i	CC1(C)CC(=O)C(C=Nc2ccc(C(=O)c3ccccc3)cc2N=CC2=C(O)CC(C)(C)CC2=O)=C(O)C1
38	-1.2	3.6	-15.1	-14.5	-15.1	5.9	25.8*	1.3	5.8	0.5	CCOC(=O)c1c(NC(=O)CSc2nnnn2C)sc(C)c1-c1ccc(C)cc1
39	5.5	2.9	38.0*	-13.5	5.2	0.5	-1.6	-0.2	-6.4	6.9	O=C1c2ccccc2C(=O)c2[nH]c(=O)[nH]c21
40	-6.2	3.5	0.6	-5.5	4.5	6.5	6.2	0.4	-3.8	2.4	CC(=O)c1ccc(NS(=O)(=O)c2cc3c(cc2C)N(C)CCO3)cc1
41	0.1	-1.6	-22.5	5.4	-4.9	-2.4	2.8	0.1	11.3*	8.9	O=C(CCC(=O)Nc1ccccc1)NCCO
42	10.8	-8.6	-3.5	0.9	-16.0	-7.9	-3.1	0.0	-1.8	-1.9	O=C(NC1CCCCCCC1)c1cccnc1
43	-7.5	-2.4	9.9	2.0	0.2	0.8	-9.4	0.4	-6.7	0.1	Cc1ccc2nc(NC(=O)COC(=O)c3ccncc3)sc2c1
44	1.2	-2.6	9.6	-2.6	1.4	5.6	-1.1	-0.7	-3.8	-0.6	COc1cc(OC)c(C2=NOC(C(=O)N3CCN(C(=O)c4ccco4)CC3)C2)cc1Cl (configuration not stated)

Among those listed so far, these have two or more sulfur atoms:
nr	Tn7 DDE FP	LEDGF integ inh	TDP2 absorb	Tn6 DDE FP	ASAP1 GAP inh	ARFGAP1 inhibitor	ADAM10 inh	proKLK7 act	ADAM17 inh	PLC-gamma1 inh	molecule
19	2.0	-6.6	-1.1	-4.6	-3.3	-0.2	1.5	-0.1	-4.1	-0.5	COc1cc(/C=C2\SC(=S)N(CCC(=O)N3CCCCC3)C2=O)cc(OC)c1OC
23	8.1	0.4	3.6	-3.0	3.2	3.4	-2.5	1.0	-2.8	2.6	COC(=O)c1cc(S(=O)(=O)Nc2cccc(S(N)(=O)=O)c2)oc1C
26	-4.0	-4.8	-22.4	0.6	9.0	0.2	5.8	-0.1	4.0	-54.6	CCOC(=O)Cc1csc(NC(=O)CSc2ncnc3c2cnn3-c2ccc(OC)cc2)n1
27	-5.5	1.9	-11.0	-0.6	-1.9	9.7	-5.2	0.4	0.9	-1.3	Cc1ccc2nc(CSc3nnc(Nc4ccccc4F)s3)cc(=O)n2c1
30	3.3	-7.7	-8.1	4.8	-7.7	5.3	-3.9	0.3	-1.8	0.3	O=C(c1cc(S(=O)(=O)N2CCOCC2)c(Cl)cc1Cl)N1CCN(S(=O)(=O)c2cccc(F)c2)CC1
31	10.3	-0.2	-8.5	3.6	-2.0	-12.8	-2.5	0.4	-1.1	0.3	CC(C)OCCCN(C)C1CCN(S(=O)(=O)c2ccc(-c3cc(C(F)(F)F)no3)s2)CC1
38	-1.2	3.6	-15.1	-14.5	-15.1	5.9	25.8*	1.3	5.8	0.5	CCOC(=O)c1c(NC(=O)CSc2nnnn2C)sc(C)c1-c1ccc(C)cc1
